D1 antag: Antagonist of Human D 1 Dopamine Receptor: qHTS. D(1A) dopamine receptor (Homo sapiens), P21728. HEK293 TREx D1 cells, calcium flux, dopamine EC80; stronger effect = lower value. activity change, negative = inhibition, % at 10 µM. 360,000 tested, 3.2% active. AID 504652, 2011; in the data active = activity change below about -30%; also: % is scaled to controls: 0 for no effect and ±100 for the full control effect
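Calcium flux readout: force-coupled, inducible Hek293 Trex D1 line, cells induced overnight at 30 C with tetracycline, dye-loaded 30–90 min at RT. Antagonism scored against EC80 dopamine challenge given 180 s after compound.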
RXFP1 antag: qHTS Assay for Antagonists of the Relaxin Receptor RXFP1. AID 1259400, 2018. Relaxin receptor 1 (Homo sapiens), Q9HBX9. HEK293-RXFP1, relaxin-stimulated cAMP HTRF, 30 min; stronger effect = lower value. activity change, negative = inhibition, % at 57.5 µM. 350,000 tested, 0.59% active;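 active = activity change of -60% or lower, but not beyond a set lower limit; inconclusive = change between -60% and -40%, or beyond the set limit; inactive = change above -40%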; also: % is scaled to controls: 0 for no effect and ±100 for the full control effect
Target sequence (Q9HBX9 whole entry, looked up): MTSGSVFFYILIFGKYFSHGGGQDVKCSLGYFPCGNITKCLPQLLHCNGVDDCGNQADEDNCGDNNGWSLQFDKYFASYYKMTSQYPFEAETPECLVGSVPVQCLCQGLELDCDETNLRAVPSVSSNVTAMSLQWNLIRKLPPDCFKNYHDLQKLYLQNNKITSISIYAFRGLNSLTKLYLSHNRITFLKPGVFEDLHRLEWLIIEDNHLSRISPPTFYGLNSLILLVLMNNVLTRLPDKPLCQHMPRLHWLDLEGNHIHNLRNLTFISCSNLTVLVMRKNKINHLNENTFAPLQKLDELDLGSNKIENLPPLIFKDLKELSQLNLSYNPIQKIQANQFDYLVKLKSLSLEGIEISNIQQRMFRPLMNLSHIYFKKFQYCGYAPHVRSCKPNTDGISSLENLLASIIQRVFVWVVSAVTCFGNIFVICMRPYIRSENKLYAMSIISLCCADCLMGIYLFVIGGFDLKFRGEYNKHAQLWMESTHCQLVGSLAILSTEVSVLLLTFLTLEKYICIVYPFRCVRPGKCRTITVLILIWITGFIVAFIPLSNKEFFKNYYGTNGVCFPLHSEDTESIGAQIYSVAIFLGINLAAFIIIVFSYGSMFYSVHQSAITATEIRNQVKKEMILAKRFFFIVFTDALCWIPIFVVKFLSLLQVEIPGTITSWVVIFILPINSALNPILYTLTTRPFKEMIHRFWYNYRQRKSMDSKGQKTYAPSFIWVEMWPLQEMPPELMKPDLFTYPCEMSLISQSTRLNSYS
TRHR enhancer: qHTS for Small Molecule Agonists and Allosteric Enhancers of Human TRH Receptor: Primary Screen for Enhancers; 360,000 tested, 0.66% active; enhancement, % at 2 µM; TRHR cells, fluo-8 calcium fluorescence, EC20 TRH enhancement; AID 493056, 2011; Thyrotropin-releasing hormone receptor (Homo sapiens), P34981; in the data active = enhancement above about 30%; also: 0% is about no effect
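TRHR-expressing cells loaded with fluo-8 calcium dye were read kinetically (ex 480/em 530) during compound addition, then stimulated with an EC20 of TRH (10 nM final). Enhancement of the Gq-mediated intracellular calcium response was scored.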
D2 potentiator: HTS Assay for Positive Allosteric Modulators of the Human D2 Dopamine Receptor: Primary Screen for Potentiators. HEK293 T-REx D2, calcium flux, EC20 dopamine potentiation. 340,000 tested, 0.34% active. potentiation, % at 10 µM. D(2) dopamine receptor (Homo sapiens), P14416;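 active = potentiation over 3 SD above the plate norm, cut at about 30% in these data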; also: 0% is about no effect
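Tetracycline-induced HEK293 T-REx cells force-coupled to calcium signalling expressed D2; compounds were pin-added after a 10 s baseline, read kinetically 180 s, then an EC20 dopamine challenge followed with a further 180 s calcium read.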
D2 agonist: HTS Assay for Allosteric Agonists of the Human D2 Dopamine Receptor: Primary Screen for Agonists; D(2) dopamine receptor (Homo sapiens), P14416; HEK293 T-REx D2 cells, calcium flux agonist mode; activation, % at 2 µM; 340,000 tested, 0.53% active; AID 485358, 2010;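 active = activation over 3 SD above normal in the single-dose calcium agonist read, cut at about 30% in these data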; also: 0% is about no effect
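Tetracycline-induced HEK293 T-REx cells with force-coupled D2 receptor, plated overnight at 30 C, loaded with no-wash calcium dye. After a 10 s baseline, compound was pin-added and calcium flux read kinetically for 180 s; calcium rises flagged agonists.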
TRHR agonist: qHTS for Small Molecule Agonists and Allosteric Enhancers of Human TRH Receptor: Primary Screen for Agonists; TRHR cells, calcium flux fluo-8, FDSS agonist mode; 360,000 tested, 0.18% active; AID 493084, 2011; activation, % at 2 µM; Thyrotropin-releasing hormone receptor (Homo sapiens), P34981; also: 0% is about no effect
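Read-out: compound-evoked intracellular calcium rise in TRHR cells, fluo-8 dye, kinetic FDSS fluorescence at 1 s/cycle following a 10-cycle baseline. Cells cultured overnight before dye loading (30 min–1.5 h, RT).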
D1 ag: Allosteric Agonists of the Human D1 Dopamine Receptor: qHTS; D(1A) dopamine receptor (Homo sapiens), P21728; HEK293 T-REx D1 cells, calcium flux, agonist mode; activation, % at 2 µM; 360,000 tested, 1% active; also: 0% is about no effect
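Inducible HEK293 T-REx D1 cells, force-coupled to calcium signalling, were plated at 4000 cells/well with tetracycline and held overnight at 30 C. After no-wash calcium dye loading, compound-evoked calcium rise over 180 s flagged agonists.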
D1 PAM: Potentiators of Human D1 Dopamine Receptor: qHTS; D(1A) dopamine receptor (Homo sapiens), P21728; HEK293 TREx D1 cells, calcium flux, dopamine EC20 potentiation; potentiation, % at 10 µM; 360,000 tested, 0.036% active; in the data active = potentiation above about 30%; also: 0% is about no effect
D2 antag: HTS Assay for Allosteric Antagonists of the Human D2 Dopamine Receptor: Primary Screen for Antagonists | D(2) dopamine receptor (Homo sapiens), P14416 | HEK293 TREx D2 cells, calcium flux, dopamine EC80 | inhibition, % at 10 µM | 340,000 tested, 2% active | AID 485344, 2010; in the data active = inhibition above about 30%; also: 0% is about no effect
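Tetracycline-induced HEK293 T-REx cells expressing D2 force-coupled to calcium signalling were dye-loaded, exposed to compound for 180 s, then challenged with an EC80 of dopamine; calcium flux was followed kinetically for a further 180 s.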
* marks the source's active call; other numbers are inactive results; u = inconclusive; x = not tested or not shown. Rule as the data show it, unless noted: active = activation above about 30%; inactive = the rest. Random draw from the library; overall some 7.3% were active at least once.

SMILES	D1 antag	RXFP1 antag	TRHR enhancer	D2 potentiator	D2 agonist	TRHR agonist	D1 ag	D1 PAM	D2 antag
COC(=O)c1cc(C#N)c(NCc2ccccc2)nc1C	-13	-5	2	13	-0.9	-0.7	7	-8	10
COc1ccc(OC)c(NC(=O)N2CCCc3ccccc32)c1	-1	-2	6	-4	-1.4	-1.2	3	-1	4
CCCCNC(=O)c1ccc(C)c(NC(=O)C2=C(C)OCCS2)c1	4	1	5	-1	0.3	0.0	0	-2	-8
COc1ccc(Cn2c(SCC(=O)N3CCN(c4ccc(F)cc4)CC3)nc3ccccc32)cc1	-1	-5	2	-1	0.1	0.1	-1	-3	x
COc1ccc(-c2nnc3sc(-c4cccs4)nn23)cc1OC	-17	6	13	0	-1.4	-0.2	3	2	-5
Cc1cc(N2CCOCC2)nc(C(C)C)n1	-8	-20	-5	2	0.1	0.5	4	-2	-2
CC(=O)c1cccc(S(=O)(=O)N2CCCC(c3nc4c(nnn4Cc4ccc(C)cc4)c(=O)[nH]3)C2)c1 (stereo unspecified)	2	6	7	x	-0.3	0.1	0	-8	-7
Cc1ccc(N2C(=O)[C@@H]3[C@H](C2=O)C2c4ccccc4C=CN2[C@@H]3C(=O)c2ccco2)c(C)c1 (stereo partly specified)	12	1	26	1	-0.3	1.2	2	8	26
CC(C)c1ccc(S(=O)(=O)c2cc3cc(Br)ccc3oc2=O)cc1	8	-15	1	13	0.6	0.3	1	-1	-4
O=C(NCc1cccs1)c1ccc(CS(=O)Cc2cccc(Cl)c2)o1 (stereo unspecified)	17	-4	-3	1	-0.3	-0.4	2	-4	-14
CCOc1ccc(CN2CCN(C(=O)c3cccc4ccccc34)CC2)cc1	-19	-2	-6	2	0.2	-0.3	1	-3	-6
Nc1nonc1-n1nnc(C(=O)N/N=C/C2CC=CCC2)c1CSc1ccccc1 (stereo unspecified)	-1	-20	3	-8	1.8	1.1	1	10	-2
O=C(Nc1ccc2c(c1)OCCO2)c1ccc(Cl)cc1	-15	3	0	-3	1.2	0.6	1	-1	11
CC(C)CCNC(=O)NC(=O)COc1ccccc1C#N	-4	-1	-1	0	-0.7	-0.6	0	-2	3
S=C(NCCc1cccc(Cl)c1)NCc1ccccc1	-19	x	-2	-5	-0.1	0.1	3	-4	-1
CN(C)c1ccc(-n2cccc2/C=C/[N+](=O)[O-])cc1	-22	-83*	-11	6	1.5	1.7	3	-13	-14
O=C(CSc1nc2c([nH]c3ccccc32)c(=O)n1-c1ccc(F)cc1)N1CCCCC1	17	x	1	13	0.6	-0.2	0	-2	x
O=C(NC(Cc1ccccc1)C(=O)O)OCC1c2ccccc2-c2ccccc21 (stereo unspecified)	-8	-5	3	-2	-0.6	0.2	3	1	-12
CCN(CCCNC(=O)CCn1c(=S)[nH]c2cc3c(cc2c1=O)OCO3)c1cccc(C)c1	11	u	0	1	-0.9	1.9	0	3	-18
O=S(=O)(NCCSc1ccccn1)c1ccc(Br)cc1	-3	-14	12	20	0.8	-1.2	7	-10	2

Full records as entered above. Order of values: D1 antag, RXFP1 antag, TRHR enhancer, D2 potentiator, D2 agonist, TRHR agonist, D1 ag, D1 PAM, D2 antag
COc1ccc(-c2nnc3sc(-c4cccs4)nn23)cc1OC is listed with -17, 6, 13, 0, -1.4, -0.2, 3, 2, -5
COc1ccc(OC)c(NC(=O)N2CCCc3ccccc32)c1 is listed with -1, -2, 6, -4, -1.4, -1.2, 3, -1, 4
O=S(=O)(NCCSc1ccccn1)c1ccc(Br)cc1 is listed with -3, -14, 12, 20, 0.8, -1.2, 7, -10, 2
CC(=O)c1cccc(S(=O)(=O)N2CCCC(c3nc4c(nnn4Cc4ccc(C)cc4)c(=O)[nH]3)C2)c1 (stereo unspecified) is listed with 2, 6, 7, x, -0.3, 0.1, 0, -8, -7
CCOc1ccc(CN2CCN(C(=O)c3cccc4ccccc34)CC2)cc1 is listed with -19, -2, -6, 2, 0.2, -0.3, 1, -3, -6

Later entries.
SMILES	D1 antag	RXFP1 antag	TRHR enhancer	D2 potentiator	D2 agonist	TRHR agonist	D1 ag	D1 PAM	D2 antag
O=C(Nc1cccc(Cl)c1)N(CCN1CCOCC1)Cc1ccccc1F	x	-8	-8	-1	0.3	-0.5	11	0	22
O=c1oc2ccccc2c(NCc2ccccc2)c1[N+](=O)[O-]	15	4	2	-6	-0.3	-0.2	0	-6	-18
COc1ccc(-n2cc(CNCCCn3ccnc3)c(-c3cccc(F)c3)n2)cc1	2	-2	-1	-6	2.0	3.7	21	-3	-31
O=C(NCCc1ccc(F)cc1)c1coc(=O)c(Br)c1	-16	8	-11	4	0.8	0.3	4	-2	2
COc1ccc(OCC(=O)Nc2cc(-c3nc4ccccc4o3)ccc2Cl)cc1	-12	-6	3	-12	-0.1	0.0	0	-2	x
Cc1ccc2c(c1)C(=O)OC1(O)C3C4C=CC(C4)C3C(=O)N21 (stereo unspecified)	1	x	-1	5	-0.9	-0.2	2	-5	6
O=C1C(Oc2ccc(Cl)cc2)C(c2ccc3c(c2)OCO3)N1CC1CCCO1 (stereo unspecified)	2	-4	-6	-2	-2.9	-1.0	5	-4	-19
Cc1ccc(-n2nc(C)c3c(C)cc(=O)[nH]c32)cc1	9	-16	11	12	0.2	-0.1	-3	-4	-15
COc1ccc(NC(=O)c2c(Nc3ccccc3)sc(C(=O)c3ccc(F)cc3)c2N)cc1	-7	-1	-2	x	x	3.0	9	-6	x
CCc1ccc2oc(C(=O)Nc3cc(C)ccc3C)cc(=O)c2c1	10	-4	-2	1	x	-0.8	-2	3	x
CCOc1cc2c3c(c1)C1(C(=O)N3C(C)(C)C=C2C)C(C#N)=C(N)Oc2cc(O)ccc21 (stereo unspecified)	-5	-4	0	4	-0.4	-0.2	2	0	-24
CCn1c(SCC(=O)N2CCCC(C)C2)nc2c1c(=O)n(C)c(=O)n2C (stereo unspecified)	-11	9	7	15	-0.2	-0.6	2	-1	-9
CCC1SC(C)C/C(=N/NC(N)=O)C1C (stereo unspecified)	-15	-11	1	2	0.7	0.8	1	-4	1
Cc1sc2nc(CSC(C)C(=O)Nc3ccc(C#N)cc3)[nH]c(=O)c2c1C (stereo unspecified)	-11	-11	2	0	0.5	1.4	4	-7	-5
O=C(Cc1ccccc1[N+](=O)[O-])NNC(=O)c1cccs1	10	-11	-3	-21	-0.2	-0.1	1	2	-1
CC(C)NC(=O)CSc1nnc(C2CC2)n1-c1ccccc1	-1	-9	12	-1	-0.4	0.7	1	-2	-4
CN(C)c1ccc(C(C[N+](=O)[O-])c2c(N)n(C)c(=O)n(C)c2=O)c(F)c1C#N (stereo unspecified)	5	15	19	0	0.1	1.0	0	-2	-7
O=C(COc1ccc2c(c1)C(=O)CC1(CCCCC1)O2)NCc1ccccc1	-2	2	7	x	x	-0.6	2	8	x
CCc1cc(C(=O)Nc2ccc(OC)nc2)sc1C	-8	-7	9	2	-0.5	-0.5	10	-3	1
Cc1ccc(C(=O)N/C(=C/c2cccs2)C(=O)NCC2CCCO2)cc1 (stereo unspecified)	-5	-34	16	-3	0.7	0.2	1	0	24
CSc1ccc(CCNC(=O)CCc2nnc3ccc(N4CCOCC4)nn23)cc1	7	x	1	6	-0.1	1.2	0	5	17
COc1ccc(CCNC(=O)/C(C#N)=C2\N=C(NC(=O)c3ccco3)c3ccccc32)cc1	-22	-28	-4	3	2.2	4.4	7	-2	-1
O=c1cc(N2CCC3(CC2)OCCO3)[nH]c(=O)n1C1CCCCC1	9	-14	8	13	0.1	-0.2	2	-8	5
CCc1ccccc1NC(=O)CN(C)C(=O)Cn1ncc(Cl)c(Cl)c1=O	-1	-25	49*	18	0.7	-0.1	2	-5	-5
CN(C(=O)c1ccc(Cl)c(S(=O)(=O)N2CCOCC2)c1)c1ccccc1C(=O)O	1	-23	-1	-4	-1.6	0.0	4	-3	0
O=C(NCCCN1CCOCC1)c1ccccc1-c1ccccc1	9	18	3	2	-2.4	-0.2	0	2	25
CC(Oc1ccc2c(-c3ccccc3)cc(=O)oc2c1)C(=O)NCC(O)c1ccccc1 (stereo unspecified)	3	x	-11	14	0.2	1.0	3	-3	-5
CCOC(=O)N/N=C1\CCc2ccccc21	5	8	19	3	0.1	-0.8	0	-4	8
COc1ccc(C2/C(=C(/O)c3ccccc3)C(=O)C(=O)N2c2ccccn2)c(OC)c1 (stereo unspecified)	-9	-2	-3	-7	-0.1	0.0	1	6	17
O=C(NCC1CCCO1)c1cccc(C(=O)NCC2CCCO2)c1 (stereo unspecified)	1	3	-5	-2	0.4	0.0	3	-2	-3
COc1ccc(C2c3[nH]c4ccccc4c3CCN2C(=O)c2cc3ncccn3n2)c(F)c1 (stereo unspecified)	-1	-11	1	-2	0.6	0.6	6	-2	-6
CCNCC(=O)N1c2ccccc2CCc2ccc(NC(C)=O)cc21	2	-7	-1	-11	0.0	1.1	-1	-3	-15
COC(Cc1nnc(SC)n1-c1ccccc1)OC	-14	9	-2	5	0.7	-0.3	2	-1	10
CCOC(=O)Cc1csc(NS(=O)(=O)c2ccc(Br)cc2)n1	3	-5	-1	0	0.0	0.7	1	3	-5
Cc1noc(-c2ccc(NC(C)c3ccccc3)c([N+](=O)[O-])c2)n1 (stereo unspecified)	-1	x	-3	6	0.2	0.3	8	-2	x
CC(=O)c1cccc(NC(=O)c2cc(-c3ccc(Cl)s3)nc3ccccc23)c1	-6	-13	-2	x	3.4	1.5	10	0	x
Cc1nc(N2CCOCC2)c2c(C(=O)Nc3cccc(C(F)(F)F)c3)c(C)oc2n1	3	0	-6	-3	-0.5	-0.2	-1	0	x
NC(=O)C1=C[C@H](c2csc3ccccc23)C[C@H](OCc2ccc(CO)cc2)O1	-12	x	-7	-9	0.1	-0.6	203*	-4	6
Cc1ccc(-c2nc3cc(NC(=O)C(C)C)ccc3o2)cc1	16	-11	-6	-8	-1.4	-1.9	-2	8	3
